Source: PubChem (several laboratories)
MCL1-BIM inh: inhibitors of human MCL1 binding to BIM-BH3 peptide; Q07820; GST-MCL1 / FITC-Bim-BH3 fluorescence polarization; inhibition, % at 10.9 µM; 320,000 compounds, 0.68% hits; AID 2057;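 active = inhibition above the mean inhibition of all tested compounds plus 3 SD, set per campaign, cut at about 40% in these data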;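 note: 0% = DMSO wells and 100% = unlabeled Bim-BH3 peptide control; higher means more loss of mP so more displacement of Bim peptide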
Target sequence (Q07820 whole entry, looked up): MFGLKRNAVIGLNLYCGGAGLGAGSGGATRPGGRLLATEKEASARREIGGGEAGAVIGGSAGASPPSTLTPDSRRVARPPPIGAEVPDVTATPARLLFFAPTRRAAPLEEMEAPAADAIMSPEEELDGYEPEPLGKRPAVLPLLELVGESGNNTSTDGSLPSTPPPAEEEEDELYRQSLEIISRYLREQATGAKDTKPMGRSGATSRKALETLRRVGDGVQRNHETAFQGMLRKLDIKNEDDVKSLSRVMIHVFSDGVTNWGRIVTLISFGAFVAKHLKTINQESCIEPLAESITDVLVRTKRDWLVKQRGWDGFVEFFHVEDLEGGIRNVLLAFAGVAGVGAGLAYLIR
GLD-1 RNA inh: GLD-1-TGE RNA interaction inhibition (C. elegans); AID 2280; inhibition, % at 5.96 µM; purified GLD-1 + fluorescein TGE RNA, fluorescence polarization; 320,000 compounds, 0.44% hits; Q17339;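 active = percent inhibition above a per-plate cutoff, the plate mean of test compounds plus 3 SD, cut at about 30% in these data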;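 note: 0% = DMSO wells with GLD-1 and probe and 100% = wells lacking GLD-1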
Fam108B counter: blocks mouse Fam108B hydrolase in RBBP9 counter-screen. recombinant Fam108B, FP-Rh probe fluorescence polarization. inhibition, % at 9.51 µM. 300,000 compounds, 0.33% hits. AID 1947;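 active = inhibition above the screen mean inhibition plus 3 SD, computed separately per campaign, cut at about 18% in these data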;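 note: inhibitors lower polarization as less probe binds the enzyme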
Efflux pump mplx: antifungal efflux pump inhibition, Nile Red retention. S. cerevisiae Candida pump triplex. inhibition, % at 10 µM. 330,000 compounds, 0.44% hits. AID 485275;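 active = plate passing quality check with inhibition over a set limit, or well fluorescence over plate mean plus 4 SD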;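 note: Nile Red retained in pooled yeast measured as flow cytometry median fluorescence; 0% = buffer negative control and 100% = Enniatin B positive control; higher means more Nile Red kept so more efflux inhibition; some compounds called inactive have numbers as strong as hits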
BCLXL inh: Bcl-xL (human) inhibition; Q07817; GST-Bcl-xL / FITC-Bim BH3 peptide fluorescence polarization; inhibition, % at 10.9 µM; 320,000 compounds, 0.7% hits;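 active = inhibition above the mean of all tested compounds plus 3 SD, cutoff set per campaign, cut at about 30% in these data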;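 note: 0% = DMSO wells and 100% = unlabeled Bim-BH3 peptide competitor; inhibitors lower millipolarization by displacing the labeled peptide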
MEX-5 binding: C. elegans MEX-5 TCR-2 RNA binding activity. Q9XUB2. MEX-5/FITC-TCR2 RNA binding, fluorescence polarization; hits give low values. activity score (negative = inhibition of binding), % at 10 µM. 300,000 compounds, 0.38% hits;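 active = inhibition past about -25% in most replicates, and total fluorescence under double the plate's negative control median, limit read from the data; inconclusive = replicates evenly split on the limit, or fluorescence at least double controls; inactive = too little inhibition in most replicates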;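 note: 0% = DMSO and -100% = 5 µM competing unlabeled TCR2 RNA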
VLA-4 inh: inhibition in a human VLA-4 binding assay; P13612; VLA-4 expressing cells, ligand binding flow cytometry; inhibition, % (about 7 µM as worked out from the volumes in the protocol); 330,000 compounds, 0.2% hits; in the data active = inhibition above about 50%
PME-1 inh: PME-1 (human) inhibition; 320,000 compounds, 0.53% hits; inhibition, % at 5.9 µM; recombinant PME-1, FP-Rh probe fluorescence polarization;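 active = inhibition above the campaign mean of all compounds plus 3 SD, cut at about 26% in these data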;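 note: competitive labeling of PME-1 active site by serine hydrolase directed probe; 0% = PME-1 with DMSO and 100% = wells lacking PME-1 enzyme; inhibitors block probe labeling so polarization falls and inhibition rises; many of its hits are not listed in these tables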
GRK2 inh: blocks RNA aptamer binding to human GRK2; inhibition of aptamer binding, % at 10 µM; 330,000 compounds, 0.59% hits; bead flow cytometry, FAM-aptamer displacement from GRK2; P25098;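 active = inhibition of aptamer binding above 40%, roughly 3 SD of noise, on plates passing a quality check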;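 note: median bead fluorescence of bound FAM aptamer so fluorescent compounds give negative values; no value below 0 was filed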
Target sequence (P25098 whole entry, looked up): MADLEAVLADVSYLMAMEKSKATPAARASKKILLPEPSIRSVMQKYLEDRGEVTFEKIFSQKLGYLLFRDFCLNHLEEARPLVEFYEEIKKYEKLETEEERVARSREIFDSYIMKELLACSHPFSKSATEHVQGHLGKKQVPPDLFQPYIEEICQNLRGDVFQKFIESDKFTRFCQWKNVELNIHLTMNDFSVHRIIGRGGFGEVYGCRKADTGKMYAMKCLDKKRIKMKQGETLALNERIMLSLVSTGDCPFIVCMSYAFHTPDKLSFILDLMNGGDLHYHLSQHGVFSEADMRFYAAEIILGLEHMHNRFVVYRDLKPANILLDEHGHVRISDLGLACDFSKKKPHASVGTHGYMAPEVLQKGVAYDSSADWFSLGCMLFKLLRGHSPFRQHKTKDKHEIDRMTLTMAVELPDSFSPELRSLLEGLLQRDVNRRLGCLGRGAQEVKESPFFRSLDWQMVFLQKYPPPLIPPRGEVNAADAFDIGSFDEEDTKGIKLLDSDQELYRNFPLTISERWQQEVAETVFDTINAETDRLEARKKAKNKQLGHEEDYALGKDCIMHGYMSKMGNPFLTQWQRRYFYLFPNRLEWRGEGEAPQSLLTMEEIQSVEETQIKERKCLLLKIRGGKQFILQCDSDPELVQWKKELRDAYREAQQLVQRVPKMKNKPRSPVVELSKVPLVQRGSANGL
* = called active by the depositor; u = inconclusive; x = not tested or not shown. Some of the compounds tested; count on the stated rates, not on these rows.

SMILES | MCL1-BIM inh | GLD-1 RNA inh | Fam108B counter | Efflux pump mplx | BCLXL inh | MEX-5 binding | VLA-4 inh | PME-1 inh | GRK2 inh
COC(=O)C1CCN(C(=O)COC(=O)c2ccc(N3CCCC3=O)cc2)CC1 | x | 4 | x | -0.2 | x | x | 18 | x | 2
C=CCn1c(SCC(=O)Nc2nccs2)nnc1-c1ccco1 | 0 | -2 | 4 | -0.1 | 5 | -0.1 | 6 | -3 | 1
CCC(C)[C@H](NC(=O)N1CCCCC1)C(=O)OC (stereo partly drawn) | 6 | 5 | -3 | 0.0 | 2 | 0.2 | 0 | 3 | 3
COc1cc2c3nnc(-c4ccc(F)cc4)c-3cn(Cc3ccccc3)c2cc1OC | 68* | -2 | -1 | 0.1 | 82* | u | 0 | -6 | 0
Cc1cccc(OCCCCCN2CCOCC2)c1 | x | x | x | 0.0 | x | -1.3 | 0 | x | 1
Cc1cc(C(N)=O)c2ccccc2n1 | 1 | 1 | -3 | -0.1 | 2 | 1.1 | 9 | 3 | 1
CCC1=Nc2cc(C(=O)NCCCN3CCN(C)CC3)ccc2Sc2ccccc21 | 5 | -4 | -1 | 0.0 | 8 | 0.4 | 12 | 0 | 0
CCN(C(=O)c1ccc(N2CC3CC(C2)c2cccc(=O)n2C3)c(NC(=O)c2ccncc2)c1)c1cccc(C)c1 (stereo not drawn) | -1 | 10 | -3 | 0.0 | 5 | 1.1 | 1 | -3 | 0
O=C(NCc1ccccc1)c1nncc(-c2ccccc2)n1 | 4 | 4 | x | 0.2 | 3 | x | 7 | 3 | 0
O=C(C[n+]1cc(-c2ccc(Cl)cc2)n2c1CCC2)Nc1nc(-c2ccc(F)cc2)cs1 | 7 | -6 | -3 | 0.3 | 4 | 4.5 | 6 | 16 | 0
COc1ccc(/C=N/NC(=O)C2C3CCCCC32)cc1OC (stereo not drawn) | -5 | -3 | -2 | 0.0 | 0 | -0.6 | -19 | 5 | 0
O=C(O)CSCC(=O)Nc1ccccc1 | 8 | -2 | -3 | 0.6 | 6 | 0.8 | 11 | -1 | 0

Reprinted from the part before: 2 entries, then new ones.
SMILES | MCL1-BIM inh | GLD-1 RNA inh | Fam108B counter | Efflux pump mplx | BCLXL inh | MEX-5 binding | VLA-4 inh | PME-1 inh | GRK2 inh
COc1ccc(/C=N/NC(=O)C2C3CCCCC32)cc1OC (stereo not drawn) | -5 | -3 | -2 | 0.0 | 0 | -0.6 | -19 | 5 | 0
O=C(O)CSCC(=O)Nc1ccccc1 | 8 | -2 | -3 | 0.6 | 6 | 0.8 | 11 | -1 | 0
Cc1ccc(NC(=O)C2CC(=O)N(C(C)C)C2)cc1Cl (stereo not drawn) | 2 | -9 | 1 | 0.0 | 3 | 0.7 | 6 | -1 | 1
CC(C)NC(=O)c1nn(C)c2ccccc12 | 7 | -2 | 1 | 0.0 | 0 | -0.6 | 11 | -3 | 0
COc1ccc(CCNC(=O)C(=O)c2c(C)[nH]c3ccccc23)cc1 | 1 | -1 | 2 | 0.0 | 7 | -2.8 | 2 | 3 | 1
O=S(=O)(CCN1CCN(c2ccccn2)CC1)c1ccc(F)cc1 | 3 | 5 | 0 | -0.1 | 8 | 0.0 | 3 | 2 | 1
CCOC(=O)c1ccc(NC(=O)Cn2nnc(-c3ccccc3C)n2)cc1 | 5 | 3 | -23 | 0.0 | 3 | -1.7 | 1 | -47 | 0
COc1ccc(C(=O)NNC(=O)Cc2ccc([N+](=O)[O-])cc2)cc1 | 2 | -3 | -2 | 0.1 | 2 | -1.9 | -5 | 0 | 9
O=C(C1=C[C@H](c2ccc(C(F)(F)F)cc2)C[C@H](OCCCCO)O1)N1CCOCC1 | 2 | 3 | -2 | -0.1 | 0 | 0.9 | 0 | 3 | 0
COc1ccc(CNC(=O)COC(=O)c2n[nH]c3ccccc23)cc1 | -5 | 0 | 6 | 0.1 | 1 | 1.3 | 22 | -8 | 0
Fc1ccc(N2Cc3ccsc3C=N2)cc1 | -11 | -6 | -5 | -0.3 | -1 | -1.1 | 17 | -3 | 2
C/C(=N\NC(=O)c1ccc2c(c1)OCO2)c1cccnc1 | 7 | -7 | 3 | 0.2 | 2 | 0.9 | 2 | -5 | 9
COc1cc(C)ccc1S(=O)(=O)NC1CC(C)(C)NC(C)(C)C1 | 5 | 2 | 0 | -0.1 | 2 | 0.7 | 27 | -3 | 0
O=C(CCCc1ccccc1)Nc1cccc([N+](=O)[O-])c1 | -3 | 1 | 4 | 0.8* | 0 | -1.3 | 2 | 6 | 0
Nc1c(C(=O)c2ccccc2)sc(Nc2ccccc2)c1S(=O)(=O)c1ccccc1 | -1 | 12 | -2 | -0.1 | 4 | 2.3 | 27 | -10 | 2
CCOc1ccc2nc(-c3ccc(OC)c(OC)c3)cc(C(=O)O)c2c1 | 4 | -1 | 3 | 0.0 | 7 | 1.2 | -3 | -6 | 0
CCCn1c(N)c(N(CCOC)C(=O)c2cc3ccccc3cc2OC)c(=O)[nH]c1=O | -7 | 1 | x | -0.1 | -5 | x | 3 | -2 | 1
CCOC(=O)c1c(C)n(CC(O)CN(C)C)c2cc(Br)c(OC)cc12 (stereo not drawn) | -6 | 0 | -1 | -0.2 | 2 | 1.3 | -16 | 4 | 0
CC(C)(C)c1nnc(NC(=O)NS(=O)(=O)c2ccccc2)s1 | -2 | 4 | 1 | 0.2 | 5 | -0.2 | 73* | -3 | 3
CCN(CC)C(=O)CSc1nnc(-c2ccco2)n1N | 3 | 2 | 5 | -0.2 | 4 | -0.3 | 4 | -3 | 0
CCc1[nH]nc(C(=O)N2CCCC(CNS(=O)(=O)c3cccs3)C2)c1C (stereo not drawn) | -5 | -2 | -3 | 0.2 | -2 | -0.4 | 2 | -3 | 8
O=C(/C(=N\Nc1ccc([N+](=O)[O-])cc1)Sc1nnnn1-c1ccccc1)c1ccccc1 | 6 | -6 | 7 | 0.0 | 6 | 0.9 | 17 | 7 | 1
O=C(Nc1ccc2nc3n(c(=O)c2c1)CCCCC3)c1ccccn1 | 7 | 5 | 0 | 0.0 | 8 | -0.9 | 6 | 1 | 0
CC1Sc2ccc(S(=O)(=O)CCC(=O)N(C)Cc3ccccc3)cc2NC1=O (stereo not drawn) | 8 | 2 | 3 | 0.1 | 8 | -1.2 | 13 | 6 | 13
COc1ccc(NC(=O)NCCC2=CCCCC2)cc1 | 3 | 1 | 1 | -0.1 | 3 | -0.5 | 19 | 2 | 0
CCOC(=O)Nc1ccc2c(COC(=O)C(NS(=O)(=O)c3ccc(Cl)cc3)C(C)O)cc(=O)oc2c1 (stereo not drawn) | x | -6 | x | 0.4 | x | x | 8 | x | 0
O=[N+]([O-])c1ccc(N2CCN(CCOc3nonc3-c3ccccc3)CC2)c(Cl)c1 | 1 | 5 | 0 | -0.1 | 5 | 0.1 | 13 | 1 | 0
CCCCc1ccc(NC(=O)Nc2cnccn2)cc1 | -1 | 7 | -2 | -11 | 2 | 0.1 | 9 | -12 | 26
Cc1ccc2c(Cl)cc(Cl)c(OCC(=O)OCC(=O)Nc3ccc(C#N)cc3)c2n1 | -9 | 3 | -1 | 0.0 | 3 | 3.0 | -5 | -6 | 0
COc1ccc(C(=O)N/C(=C\c2ccc3c(c2)OCO3)C(=O)NCCc2nc3ccccc3[nH]2)cc1 | 2 | 0 | -3 | -0.5 | 1 | -0.8 | 20 | -2 | 1
CCCCCCc1cc2cc(S(=O)(=O)c3ccc(C)cc3)c(=O)oc2cc1O | 5 | 39* | 2 | 0.0 | 6 | 2.2 | -9 | 5 | 0
CCOc1ccc(/C=N/NC(=O)Cc2cccs2)cc1 | 3 | 2 | 0 | 0.1 | 1 | 2.0 | 10 | -1 | 1
CCC(Sc1nc2ncccc2[nH]1)C(=O)NC1CCC(C)CC1 (stereo not drawn) | 3 | 5 | 6 | -0.2 | 5 | -1.3 | 2 | -1 | 3
O=C(Cc1cn2ccsc2n1)NCCc1ccc(F)cc1 | -1 | 1 | 1 | 0.0 | -1 | -2.8 | 3 | -2 | 1
CCOCCCN1CN(Cc2ccccc2)CNC1=S | 13 | 2 | 0 | 0.5 | 7 | -1.1 | 4 | -2 | 0
Cc1ccc2nc(-c3cccc(N)c3)oc2c1 | -3 | 4 | 0 | -0.1 | 1 | -1.1 | 5 | 9 | 2
CCc1ccc(OCC(=O)NCCN(C)C)c(Br)c1 | 2 | 5 | -4 | 0.0 | 4 | 1.2 | 2 | 0 | 2
O=[N+]([O-])c1ccc2[nH]c(O)c(N=NC(=S)Nc3cccnc3)c2c1 | 42* | -2 | 5 | 0.1 | 18 | 2.6 | -5 | 5 | 0
CC(C)=NNC(=O)C1=NNC(=O)C1 | 1 | 4 | 2 | 0.1 | -3 | -5.9 | 5 | 1 | 2
Cc1ccccc1OCC(=O)O/N=C(\N)c1ccncc1 | 0 | -7 | 0 | 0.1 | -2 | -2.3 | -17 | -4 | 3
CC(=O)c1ccc(OCCCC(=O)OCC(=O)Nc2c(C)nn(-c3ccccc3)c2C)cc1 | -1 | 1 | x | 0.0 | 2 | x | 6 | 3 | 4
COc1ccc(C(=O)c2c3ccccc3[n+]([O-])n2CCCN)cc1 | 11 | 6 | -1 | 0.0 | 1 | 2.0 | -8 | -1 | 2
COc1cc(OC)cc(C(=O)NNC(=O)C(=O)Nc2cc(OC)c(Cl)cc2OC)c1 | 0 | 0 | -4 | -0.1 | 2 | -2.5 | -8 | 3 | 0
Cc1ccc(C)c2[nH]c(=O)c(CN(Cc3nnnn3C3CCCCC3)CC3CCCO3)cc12 (stereo not drawn) | 0 | 7 | 2 | 0.0 | 6 | 3.9 | 14 | -8 | 0
C=CCOc1ccc(CN(C)CC(=O)N(CC(C)C)c2c(N)n(CC(C)C)c(=O)[nH]c2=O)cc1 | -1 | 3 | 9 | 0.1 | 3 | -0.4 | 1 | -1 | 0
CCC(=N\NC(=O)COc1ccccc1OC)/C(CC)=N/NC(=O)COc1ccccc1OC | 8 | 1 | x | 0.1 | 4 | x | 9 | 4 | 0
COc1cccc(-c2cc(C(F)(F)F)nc(NCc3ccco3)n2)c1 | -1 | -2 | 1 | 0.0 | 14 | x | -6 | -9 | 1
CCc1cc2c(SCC(=O)Nc3ccc(NC(C)=O)cc3)ncnc2s1 | -5 | -10 | x | 0.0 | -1 | x | -15 | 0 | 2
Cc1nnc(SCC(=O)N(C)CC(=O)Nc2ccccc2Cl)s1 | -16 | 4 | 0 | -0.1 | -14 | -6.5 | 15 | 0 | 3
CC1(C)Cc2nc3scc(NC(=O)c4ccccc4)c3cc2CO1 | -4 | -4 | -1 | 0.0 | -1 | 0.3 | -1 | -3 | 2
Cn1ncc(N=Cc2c(O)ccc3ccccc23)c1C(=O)N1CCOCC1 | -8 | 3 | 1 | -0.3 | -9 | -11 | 13 | -3 | 2
Cc1c(C(=O)N2CCOCC2)[nH]c2c1C(=O)CC(c1ccc(Cl)cc1)C2 (stereo not drawn) | -3 | 4 | -1 | 0.2 | 2 | 1.9 | 23 | -1 | 0
O=C(NNC(=O)C12CC3CC(CC(C3)C1)C2)c1ccco1 | -7 | 1 | 0 | 0.0 | 0 | -0.3 | 15 | -3 | 0
O=C(O)c1cc(-c2cccnc2)nc2ccc(Br)cc12 | 0 | 2 | 1 | 0.0 | 3 | -1.2 | 6 | 2 | 0
Cc1ccc(C(=O)Nc2nc3c(s2)CCCC3)o1 | 8 | -3 | 3 | -0.1 | 1 | 1.7 | -15 | -3 | 0
